PolyA inhibitor – polyadenylation inhibitors in yeast reporter cells, primary screen, luminescence, S. cerevisiae; S. cerevisiae SKY197-pL101 polyadenylation reporter, beta-gal luminescence; efflux-impaired pdr1/pdr3 knockout yeast; score 100 = 6 SD above DMSO; calls only at 12 µM; hit rate 0.02% among 300,000; AID 1875, 2009;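 active means lowest replicate activity score at least 50, where 100 means six control SD above control mean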;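 further: yeast exposed to compound for 9 h at 30 °C; higher score means more reporter readthrough which indicates perturbed polyadenylation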
TRPC4 potent – positive allosteric modulators of TRPC4, primary screen, cell-based, mouse TRPC4beta, HEK293 mu-opioid, Fluo-4 calcium | DAMGO EC20, Fluo-4 Ca2+ flux; active compounds read high | B-score at 10 µM | hit rate 0.42% among 310,000 | AID 2227, 2009;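 active means B-score of calcium response area above 5 SD of library B-scores, with initial fluorescence ratio within 5 SD of library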;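 further: B-score of integrated fluorescence ratio over time as area under calcium response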
Target sequence (Q9QUQ5 whole entry, looked up): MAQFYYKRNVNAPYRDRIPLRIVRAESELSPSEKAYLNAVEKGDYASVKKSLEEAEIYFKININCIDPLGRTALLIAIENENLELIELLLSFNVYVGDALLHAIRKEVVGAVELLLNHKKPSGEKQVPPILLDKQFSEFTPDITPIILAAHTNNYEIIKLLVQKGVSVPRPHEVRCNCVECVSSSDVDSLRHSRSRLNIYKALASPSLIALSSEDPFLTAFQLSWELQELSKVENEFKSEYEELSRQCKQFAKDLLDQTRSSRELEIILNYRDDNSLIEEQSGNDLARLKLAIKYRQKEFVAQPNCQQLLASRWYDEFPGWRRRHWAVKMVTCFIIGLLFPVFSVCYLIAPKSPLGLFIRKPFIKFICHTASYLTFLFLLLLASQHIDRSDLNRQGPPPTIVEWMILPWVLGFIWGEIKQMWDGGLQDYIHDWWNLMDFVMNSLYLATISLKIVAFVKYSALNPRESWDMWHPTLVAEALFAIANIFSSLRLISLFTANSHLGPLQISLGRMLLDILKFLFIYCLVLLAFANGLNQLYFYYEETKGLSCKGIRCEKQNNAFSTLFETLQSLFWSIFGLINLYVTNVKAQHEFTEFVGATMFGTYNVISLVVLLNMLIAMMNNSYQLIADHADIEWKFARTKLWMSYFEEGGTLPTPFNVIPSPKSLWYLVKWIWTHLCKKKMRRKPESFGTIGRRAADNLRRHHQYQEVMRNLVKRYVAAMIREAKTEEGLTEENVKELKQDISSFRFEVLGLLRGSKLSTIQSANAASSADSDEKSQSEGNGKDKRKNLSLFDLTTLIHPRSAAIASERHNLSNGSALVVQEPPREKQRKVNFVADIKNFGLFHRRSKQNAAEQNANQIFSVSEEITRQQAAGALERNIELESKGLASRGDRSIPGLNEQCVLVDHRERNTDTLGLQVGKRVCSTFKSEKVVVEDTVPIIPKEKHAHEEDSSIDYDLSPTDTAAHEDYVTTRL
TRPC4 agonist – activators of mouse TRPC4 channel, primary screen, Fluo4 calcium, HEK293 TRPC4beta/mu-opioid cells; hit rate 0.49% among 310,000; AID 2237, 2010; Fluo4 calcium fluorescence; active compounds read high; Short transient receptor potential channel 4 (Mus musculus), Q9QUQ5; B-score at 10 µM;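 active means B-score above 5 SD of library B-scores, and initial fluorescence ratio not above library mean plus 5 SD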;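 further: positive B-score marks a calcium rise read as TRPC4 activation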
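Material: HEK293 stable line with TRPC4beta plus mu-opioid receptor; technique: Fluo4 calcium-sensitive dye fluorescence, kinetic, 1 Hz baseline; timing: Fluo4 dye loading 45 min at room temperature, 110 s recording; controls: assay buffer as low control, maximal DAMGO as high control; read-out: integrated baseline-normalised fluorescence ratio, converted to per-well B score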
KCNK9 block – KCNK9 potassium channel inhibitors, primary screen, HEK293 cells, thallium flux; B-score at 10 µM; Potassium channel subfamily K member 9 (Homo sapiens), Q9NPC2; AID 488922, 2010; FluxOR thallium flux fluorescence; active compounds read low; hit rate 1.2% among 310,000;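 active means ratio B-score over 3 SD below the library mean, with starting fluorescence within 5 SD of its mean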;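 further: negative B-score means less thallium flux so channel inhibition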
KCNQ1 inh – inhibitors of human KCNQ1 channel, primary screen, cell-based, thallium flux, high-throughput; Potassium voltage-gated channel subfamily KQT member 1 (Homo sapiens), P51787; CHO-K1 KCNQ1, FluxOR thallium flux fluorescence; active compounds read high; B-score at 10 µM; hit rate 1.3% among 310,000; AID 2642, 2010;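 active means compounds whose thallium flux B-score, printed positive for inhibition, exceeds three library SD while starting fluorescence stays within three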;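 further: channel opened by potassium depolarization with thallium stimulus after 20 min compound exposure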
KCNK3 inh – human KCNK3 channel inhibitors, primary screen, CHO cells, FluxOR thallium flux, B-score; Potassium channel subfamily K member 3 (Homo sapiens), O14649; FluxOR fluorescence; active compounds read low; B-score at 10 µM; hit rate 0.84% among 340,000; AID 602410, 2012;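 active means B-score under library mean minus 4 SD, starting fluorescence ratio at most library mean plus 5 SD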;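 further: more negative B-score means stronger inhibition of thallium flux through KCNK3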
Platelet DG rel – inhibitors of platelet dense granule secretion, primary screen, cell-based, MLPCN, human platelets. human platelet-rich plasma, SFLLRN dense granule ATP release, luminescence. inhibition, %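 (compounds screened at 7.5 µM in platelet-rich plasma)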. hit rate 0.22% among 300,000;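 active means mean replicate score, as percent of positive control, at or above 50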
Dyrk1A ADPGlo – rat Dyrk1A kinase inhibitors, primary screen, biochemical, single point, plate reader; Dual specificity tyrosine-phosphorylation-regulated kinase 1A (Rattus norvegicus), Q63470; ADP-Glo luminescence, NFATc1 peptide; inhibition, % at 12.5 µM; hit rate 0.43% among 310,000; AID 504441, 2011; in the data active means inhibition above about 50%;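 further: plate controls were vehicle with enzyme for no effect and no enzyme for full effect; many of its hits are not listed in these tables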
hERG protect – hERG rescue from dofetilide block, primary screen, cell-based, CHO-hERG, FluxOR thallium flux, dofetilide IC70; dofetilide IC70 present; hit rate 0.51% among 310,000; activation (rescue from dofetilide block), less the hit threshold, % at 10 µM; Voltage-gated inwardly rectifying potassium channel KCNH2 (Homo sapiens), Q12809;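 active means activation above the mean of controls blocked by dofetilide plus 5 SD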;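 further: thallium influx through hERG after potassium depolarization seen as dye fluorescence rise; in these data hits start at about 4.7%; inactives centre near -7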
TRPC4 block – inhibitors of mouse TRPC4 channel, primary screen, Fluo4 calcium, HEK293 TRPC4beta/mu-opioid cells; Short transient receptor potential channel 4 (Mus musculus), Q9QUQ5; DAMGO-evoked Fluo4 calcium flux; active compounds read low; B-score at 10 µM; hit rate 0.39% among 300,000;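 active means B-score over 3 SD under the library average, no early fluorescence shift, positive overall ratio signal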
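Assay system: TRPC4beta/mu-opioid receptor HEK293 cell line; compound dosing: single concentration per test compound; detection: Fluo4 Ca2+ flux fluorescence; evaluation: per-well B score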
KCNQ1 act – potentiators or activators of KCNQ1 channel, primary screen, cell-based, thallium flux, high-throughput; hit rate 0.35% among 310,000; Potassium voltage-gated channel subfamily KQT member 1 (Homo sapiens), P51787; CHO-K1 KCNQ1, thallium flux FluxOR fluorescence; active compounds read high; AID 2648, 2010; B-score at 10 µM;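 active means fluorescence ratio B-score, a plate-corrected score, at least three library SD, with initial intensity B-score within 5 SD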
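Assay system: CHO-K1 cells stably expressing KCNQ1. Medium: assay buffer for compound exposure, DMSO matched across wells. Timing: 37 °C overnight plating, 90-min dark dye load, 20-min compound pretreatment. Signal: kinetic FluxOR fluorescence, 10 s baseline plus 110 s post-stimulus.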
An asterisk follows results filed as active; i = inactive; · = not tested or not shown. Some of the compounds tested, so the mix of outcomes need not match the whole.

SMILES	PolyA inhibitor	TRPC4 potent	TRPC4 agonist	KCNK9 block	KCNQ1 inh	KCNK3 inh	Platelet DG rel	Dyrk1A ADPGlo	hERG protect	TRPC4 block	KCNQ1 act
CCCCCC(O)(c1ccc(OCC)cc1)C(CN1CCOCC1)c1ccccc1 (configuration not stated)	i	i	i	i	i	i	-2	-3	-4	i	i
CCN(CC)S(=O)(=O)c1ccc(C(=O)OCC(=O)c2ccc3c(c2)NC(=O)CO3)cc1	·	i	i	i	i	i	-1	-2	-4	i	i
Clc1ccc(-c2nnc3ccccn23)cc1	i	i	i	i	i	i	4	-6	-4	i	i
CCCCC(C(=O)O)C(C)CC(=O)Nc1nccs1 (configuration not stated)	i	i	i	i	i	i	-3	-2	-10	i	i
COc1ccc(C2c3ccc(O)cc3Oc3ncn4nc(-c5ccccn5)nc4c32)cc1OC (configuration not stated)	i	i	i	i	i	i	1	-7	-15	i	i
C=CCOc1ccc(/C=N/NC(=O)C(=O)N2CCCCCC2)cc1OC	i	i	i	i	i	i	-3	1	-9	i	i
O=C(COc1ccc(Cl)cc1[N+](=O)[O-])N/N=C/c1cccs1	i	i	i	i	i	i	-2	3	-8	i	i
CC1CCC(NC(=O)c2cccc(S(=O)(=O)N3CCN(c4ccc(F)cc4)CC3)c2)CC1 (configuration not stated)	i	i	i	i	i	i	3	11	-15	i	i
Cc1ccc(-n2c(=O)c3ccc(C(=O)NCc4ccco4)cc3n(Cc3ccccc3C#N)c2=O)cc1	i	i	i	i	i	i	11	-1	-9	i	i
Cn1c(=O)c2c(nc(NCc3cccnc3)n2Cc2ccccc2Cl)n(C)c1=O	i	i	i	i	i	i	5	-3	-14	i	i
COc1ccc(NC(=S)N2CCCCCC2)cc1OC	i	i	i	i	i	i	-1	1	-19	i	i
CCOc1ccc(NC(=O)CN(C)C(=O)c2cccnc2SC)cc1OCC	i	i	i	i	i	i	26	-1	-10	i	i
O=C1[C@@H]2Cc3c([nH]c4ccccc34)C(c3cccc([N+](=O)[O-])c3)N2C(=O)CN1CCCO (some centres not stated)	i	i	i	i	i	i	2	-1	-9	i	i
CCCCC(=O)Nc1ccccc1CC	i	i	i	i	i	i	-11	0	-9	i	i
Cc1ccc(-c2nc(CS(=O)(=O)CC(=O)NCCN3CCOCC3)c(C)o2)cc1	i	i	i	i	i	i	-9	0	-4	i	i
Nc1ccc(Oc2ccc(Cl)cc2)cc1	i	i	i	i	i	i	-4	8	-4	i	i
CCC(C)NC(=O)Cc1c(C)c2cc3c(cc2oc1=O)OC(C)(C)CC3 (configuration not stated)	i	i	i	i	i	i	-5	-3	0	i	i
NC(=O)/C=C\c1cn(-c2ccccc2)nc1-c1ccc2c(c1)OCCO2	i	i	i	i	i	i	-3	8	-8	i	i
CSCCC(NS(=O)(=O)c1ccc2c(c1)oc(=O)n2C)C(=O)NC1CCC(C)CC1 (configuration not stated)	i	i	i	i	i	i	7	4	-8	i	i
CC(C)[C@H](NC(=O)c1cccc(S(=O)(=O)N2CCCC2)c1)c1nc2ccccc2[nH]1	i	i	i	i	i	i	0	3	-3	i	i
CC1CCN(C(=O)c2[nH]cnc2C(=O)N[C@@H](C)C(=O)OCc2ccccc2)CC1	i	i	i	i	i	i	0	-3	0	i	i
O=C(C1CCCN(S(=O)(=O)c2ccccc2)C1)N1CCN(c2ccc(F)cc2)CC1 (configuration not stated)	i	i	i	i	i	i	3	-5	-2	i	i
COC(=O)c1cc(OC)c(OC)cc1NC(=O)CN1CCOCC1	i	i	i	i	i	i	3	1	-9	i	i
CCN(CC)S(=O)(=O)c1ccc2c(c1)nc(SCC(=O)N1CCCCCC1)n2-c1ccc(OC)cc1	i	i	i	i	i	i	-4	1	2	i	i
COc1cc(/C=C2\COC/C(=C\c3ccc(O)c(OC)c3)C2=O)ccc1O	i	i	i	i	i	i	-16	·	-20	i	i
Cn1c(=O)c2c(nc(NCc3ccccc3)n2CC(N)=O)n(C)c1=O	i	i	i	i	i	i	-5	-6	-3	i	i
CC1S/C(=N/N=C/c2ccco2)N(Cc2ccccc2)C1=O (configuration not stated)	i	i	i	i	i	i	1	·	-6	i	i
Cc1cc(NC(=O)c2cccc(S(=O)(=O)N(C)C)c2)n(-c2ccccn2)n1	i	i	i	i	i	i	0	-8	-3	i	i
COc1cc(OC)cc(C(=O)N2CCC3(CC2)NCCc2[nH]cnc23)c1	i	i	i	i	i	i	3	2	-9	i	i
COc1ccc(CCNC(=O)C(=O)NCC2CCCN2S(=O)(=O)c2cccs2)cc1OC (configuration not stated)	i	i	i	i	i	i	·	2	-14	i	i

Part of the list above, reduced to Dyrk1A ADPGlo and KCNQ1 inh:
Compound	Dyrk1A ADPGlo	KCNQ1 inh
CC1CCN(C(=O)c2[nH]cnc2C(=O)N[C@@H](C)C(=O)OCc2ccccc2)CC1	-3	i
O=C(COc1ccc(Cl)cc1[N+](=O)[O-])N/N=C/c1cccs1	3	i
CCN(CC)S(=O)(=O)c1ccc2c(c1)nc(SCC(=O)N1CCCCCC1)n2-c1ccc(OC)cc1	1	i
Cc1cc(NC(=O)c2cccc(S(=O)(=O)N(C)C)c2)n(-c2ccccn2)n1	-8	i

The list goes on:
SMILES	PolyA inhibitor	TRPC4 potent	TRPC4 agonist	KCNK9 block	KCNQ1 inh	KCNK3 inh	Platelet DG rel	Dyrk1A ADPGlo	hERG protect	TRPC4 block	KCNQ1 act
CCCCNC(=O)CC1C(=O)N(Cc2ccccc2)C(C)c2nc3ccccc3n21 (configuration not stated)	i	i	i	i	i	i	9	3	-7	i	i
COc1ccc(NC(=O)Cn2cnc3sc(C)c(S(=O)(=O)N4CCOCC4)c3c2=O)c(OC)c1	i	i	i	i	i	i	1	-1	-7	i	i
CCOC(=O)CSc1nnc(Cc2ccccc2)n1-c1ccc(C)cc1	i	i	i	i	i	i	1	-1	-10	i	i
COc1ccccc1P(=O)(c1ccccc1)c1ccc([N+](=O)[O-])cc1 (configuration not stated)	i	i	i	i	i	i	0	-1	-3	i	i
Cn1nc(-c2ccc(N3CCCCC3)c(NC(=O)c3ccco3)c2)c2ccccc2c1=O	i	i	i	-15*	i	i	9	9	-13	i	i
CC(=O)N1CCOc2ccc(S(=O)(=O)NCCc3ccc(Cl)cc3)cc21	i	i	i	i	i	i	9	4	-6	i	i
O=C(COC(=O)c1ccc(N2CCCC2=O)cc1)c1ccc(OC(F)F)cc1	i	i	i	i	i	i	0	-4	-2	i	i
O=C(NCC1CCCN1S(=O)(=O)c1cccs1)c1cccc(F)c1 (configuration not stated)	i	i	i	i	i	i	-20	3	-12	i	i
O=C(C1CCCCN1S(=O)(=O)c1ccccc1[N+](=O)[O-])N1CCCC1 (configuration not stated)	i	i	i	i	i	i	-2	0	-6	i	i
CCCCc1nc(SCC(=O)Nc2nnc(CCCC)s2)n[nH]1	i	i	i	i	i	i	1	2	-8	i	i
Cc1cccc(NC(=O)CCc2ccc(C)o2)c1	i	i	i	i	i	i	1	-1	-9	i	i
CC(=O)Nc1ccc(NC(=O)C2(C)CC2(Cl)Cl)cc1 (configuration not stated)	i	i	i	i	i	i	-6	-3	-4	i	i
O=C(O)c1cc(NC(=O)c2ccccc2F)cc(NC(=O)c2ccccc2F)c1	i	i	i	i	i	i	0	2	-2	i	i
Cc1nn(-c2ccccn2)c2c1C(c1c(F)cccc1Cl)C1=C(N2)c2ccccc2C1=O (configuration not stated)	i	i	i	-6.9*	i	·	7	·	-10	i	i
CCN1C(=O)C(=O)N(CC(=O)N(C)CC(=O)Nc2ccccc2Cl)C1=O	i	i	i	i	i	i	-4	2	-7	i	i

Reprinted from the part before: 2 compounds, followed by the next part.
SMILES	PolyA inhibitor	TRPC4 potent	TRPC4 agonist	KCNK9 block	KCNQ1 inh	KCNK3 inh	Platelet DG rel	Dyrk1A ADPGlo	hERG protect	TRPC4 block	KCNQ1 act
Cc1nn(-c2ccccn2)c2c1C(c1c(F)cccc1Cl)C1=C(N2)c2ccccc2C1=O (configuration not stated)	i	i	i	-6.9*	i	·	7	·	-10	i	i
CCN1C(=O)C(=O)N(CC(=O)N(C)CC(=O)Nc2ccccc2Cl)C1=O	i	i	i	i	i	i	-4	2	-7	i	i
C(=N\Nc1nncn1/N=C/c1ccco1)/c1ccco1	i	i	i	i	i	i	1	26	-3	i	i
O=C(Nc1cccc(F)c1)C1CCN(C(=O)c2ccccc2Cl)CC1	i	i	i	i	i	i	5	-2	-2	i	i
Cc1cc(C(=O)Nc2cccc([N+](=O)[O-])c2C)cs1	i	i	i	i	i	i	-6	·	-10	i	i
COc1ccc(Cl)cc1Nc1nc(C)nc2c1nnn2Cc1ccccc1	i	i	i	i	i	i	1	11	-5	i	i
C=C(C)CSc1cc(C)nc2c(-c3ccccc3)c(C)nn12	i	i	i	i	i	i	-5	0	-13	i	i
COc1ccc(N=C2SC(CC(=O)Nc3ccc(OC)cc3OC)C(=O)N2C)cc1 (configuration not stated)	i	i	i	i	i	i	-1	-5	-18	i	i
CCN1CCN(C(c2ccccc2)c2nnnn2Cc2ccc(OC)cc2)CC1 (configuration not stated)	i	i	i	i	i	i	0	-2	-11	i	i
CCc1ccc(NC(=O)CCS(=O)(=O)c2ccc(Br)cc2)cc1	i	i	i	i	i	i	9	-3	-3	i	i
CCN1CCN(C(=S)c2ccc(O)cc2)CC1	i	i	i	i	i	i	-7	-4	-5	i	i
C=CCc1cccc2cc(C(=O)NCc3ccc(C(=O)OCC)o3)c(=O)oc12	i	i	i	i	i	i	-1	0	-10	i	i
C=CCOC(=O)Nc1ccc(Cl)cc1NC(=O)OCC=C	i	i	i	i	i	i	1	-6	-8	i	i

Bioassay records: PubChem BioAssay, several laboratories
